Screening data from PubChem.
AmpC inh no detg: blocks E. coli AmpC beta-lactamase in detergent-free assay | P00811 | AmpC nitrocefin hydrolysis, absorbance 480 nm, 0.0001% Triton | Potency, µM (highest dose often 57.1 µM), without a hit: at the highest dose activity change, negative = inhibition, hits mostly inhibitors | 330,000 compounds, 0.52% hits;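 further: potency means the concentration at half of the fitted maximal effect; plate controls were no compound for no effect and no enzyme for full effect; nearly all actives have a fitted effect of over 20% in size; some results filed as inactive show a strong effect at the top dose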
Target sequence (P00811 whole entry, looked up): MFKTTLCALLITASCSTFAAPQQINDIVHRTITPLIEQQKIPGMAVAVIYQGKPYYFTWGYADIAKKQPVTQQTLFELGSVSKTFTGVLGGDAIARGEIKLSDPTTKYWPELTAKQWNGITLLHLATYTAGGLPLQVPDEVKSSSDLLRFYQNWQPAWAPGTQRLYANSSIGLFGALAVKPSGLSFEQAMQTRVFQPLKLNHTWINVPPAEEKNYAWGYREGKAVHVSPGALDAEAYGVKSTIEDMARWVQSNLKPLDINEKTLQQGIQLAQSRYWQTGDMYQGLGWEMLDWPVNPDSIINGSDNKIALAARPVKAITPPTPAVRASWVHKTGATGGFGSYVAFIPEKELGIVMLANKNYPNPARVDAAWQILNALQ
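20 mM phosphate pH 7.0 + 0.01% (detergent screen) or 0.0001% Triton X-100; 5.3 nM AmpC reagent; cpd preinc 15 min RT; nitrocefin (800 uM stock) to start; A480 q20 s × 4 min; Activity was normalised to no-enzyme and no-compound control wells.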
HCMV antiviral: human cytomegalovirus inhibition | HFF cells, HCMV-luciferase reporter, 72 h; stronger effect = lower value | activity change, negative = inhibition, % at 57.5 µM | 410,000 compounds, 4.5% hits; in the data active means activity change below about -60%; inconclusive means no clear call, values can overlap the other calls; inactive means above about -39%; further: on the % scale 0 is the no-effect control and ±100 the full control effect
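Two-dose cell screen: HFF monolayers treated with compounds and infected with luciferase-expressing HCMV at 1 PFU/cell, 72 h at 37C, then lysed for luciferase measurement.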
Shiga inhibitor: inhibitors of Shiga toxin in Vero cells; Vero cells, Shiga toxin protein synthesis inhibition reporter; inhibition, % at 38.7 µM; AID 2315; 290,000 compounds, 9.2% hits; in the data active means inhibition mostly above about 28%, no sharp cut-off; inactive means mostly below about 43%; further: 0% is about no effect
AMA1-RON2 inh: inhibitors of Plasmodium falciparum AMA1-RON2 interaction; AlphaScreen AMA1-biotinylated RON2 peptide binding; Potency, µM (highest dose often 58.2 µM), without a hit: at the top dose activity change, negative = inhibition, hits mostly inhibitors; 360,000 compounds, 0.2% hits; AID 720542;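 further: potency means the concentration at half of the fitted maximal effect; 0% = vehicle wells and -100% = peptide control; nearly all actives have a fitted effect of over 45% in size; some results filed as inactive show a strong effect at the top dose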
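AMA1 (3D7) with his tag at 25 nM final met compounds first, then biotinylated RON2 peptide at 25 nM; detection used donor plus acceptor beads, 10 µg/mL apiece, read by AlphaScreen after 30 min at room temperature.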
Cycloheximide cs: counter-screen for Shiga toxin inhibitors: cycloheximide protein synthesis inhibition | cell reporter, cycloheximide protein synthesis inhibition counterscreen | max response, % | 300,000 compounds, 12% hits | AID 2314; in the data active means max response mostly above about 13%, no sharp cut-off; inactive means mostly below about 14%; further: read at 38.3 µM for the half of the compounds with a filed dose; 0% is about no effect
AmpC detergent: inhibitors of E. coli AmpC beta-lactamase with detergent | AmpC hydrolysis of nitrocefin, absorbance 480 nm, 0.01% Triton | Potency, µM (doses to about 114 µM), for the others: top-dose activity change, negative = inhibition, actives largely listed as inhibitors | 370,000 compounds, 0.041% hits;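 further: potency means the concentration at half of the fitted maximal effect; 0% = no-compound wells and -100% = no-enzyme wells; nearly all actives have a fitted effect of over 25% in size; some results filed as inactive show a strong effect at the top dose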
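AmpC (5.3 nM in the dispensed reagent) in 20 mM phosphate pH 7.0 with 0.01% (detergent screen) or 0.0001% Triton X-100 was preincubated with compounds for 15 min at room temperature. Nitrocefin was then added from an 800 uM solution, and hydrolysis was followed at 480 nm.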
FBPA Giardia inh: blocks Giardia fructose-bisphosphate aldolase activity. A8B2U2. purified Giardia FBPA. Potency, µM (highest dose often 59.6 µM), for the others: top-dose activity, negative = inhibition, usual class: inhibitors. 290,000 compounds, 0.71% hits. AID 2451; further: potency means the concentration at half of the fitted maximal effect; on the % scale 0 is the no-effect control and ±100 the full control effect; nearly all actives have a fitted effect of over 55% in size
Target sequence (A8B2U2 whole entry, looked up): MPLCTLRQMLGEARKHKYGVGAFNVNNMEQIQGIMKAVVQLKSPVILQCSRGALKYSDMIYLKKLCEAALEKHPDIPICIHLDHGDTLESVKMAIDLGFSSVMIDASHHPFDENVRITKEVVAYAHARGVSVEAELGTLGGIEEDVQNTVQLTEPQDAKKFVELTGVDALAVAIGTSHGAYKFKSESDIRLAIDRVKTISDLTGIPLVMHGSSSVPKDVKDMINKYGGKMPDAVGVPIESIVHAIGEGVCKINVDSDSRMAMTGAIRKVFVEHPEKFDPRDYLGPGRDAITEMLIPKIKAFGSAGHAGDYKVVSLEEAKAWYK
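Giardia FBPA (40 nM reagent) was preincubated 10 min at RT with compound (up to 57.5 uM final), then substrate plus GAPDH/TPI/NAD/arsenate coupling system with diaphorase/resazurin was added; resorufin fluorescence (525/598 nm) was read after 20 min.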
* hit, by the source's call; ? = inconclusive; · = no result given; & = joins results of further samples; [ ] = dose if it differs, or a comment. Unless noted, the call rests on the fitted dose curve; in most records, active means well fitted curve in the direction sought with a large enough effect; inconclusive means small, poorly fitted or top-dose-only effect, or another doubt; inactive means no such curve, though single readings can be large; an effect the other way counts as inactive or inconclusive. An unsorted share of the library; about 16% have a hit in one of these screens.

The line under a structure holds: AmpC inh no detg	HCMV antiviral	Shiga inhibitor	AMA1-RON2 inh	Cycloheximide cs	AmpC detergent	FBPA Giardia inh
> CN(C)C(=O)N1CCCC(C(=O)NCc2cccs2)C1 (stereo not given)
→ -1%	-17	-4	-1%	-2	?	4%
> CCOC(=O)Cc1csc(SC(C)C(=O)NCC(=O)Nc2ccc(F)c(F)c2F)n1 (stereo not given)
→ 18%	-1	0	-2%	-1	1%	·
> CC(OC(=O)c1ccc([N+](=O)[O-])o1)C(=O)NC1CCCCC1C (stereo not given)
→ -19%	14	·	10%	·	-3%	·
> Cc1ccccc1-n1c(SCC(=O)N2CCCC2)nnc1-c1ccccn1
→ 28%	-12	-3	-1%	-1	0%	11%
> CC(/C=C/c1ccccc1)=N\Nc1nc(C)cc(C)n1
→ -8%	-15	44*	68%[activator]	33*	-12%	-22%
> O=C(Nc1nnc(C2CC2)s1)c1cccs1
→ -12%	67	100*	-2%	51*	?	·
> COc1ccc(OC)c(CN2CCN(Cc3cc(OC)c(OC)c(OC)c3)CC2)c1
→ -8%	24	·	?	-2	?	-27%
> CC(=O)CSc1nnc2cc(C)c3ccccc3n12
→ -16%[11.4 µM]	27	15	3%	1	-13%	-5%
> CN(C)CCCNC(=S)NCC(c1ccc(Cl)cc1Cl)c1c[nH]c2ccccc12 (stereo not given)
→ 151%[activator]	?	-13	?	-3	-10%	-13%
> O=C(O)c1cccc(NC(=S)NC(=O)c2ccc(-c3ccccc3)cc2)c1
→ -26%	29	143*	0%	46*	0%	0%
> Cc1cccc(N2CCN(c3nc4ccccc4n4cnnc34)CC2)c1C
→ -12%	27	-7	-9%	-2	-8%	-1%
> COc1ccc(N2CCN(C(=O)CCCCn3c(=O)[nH]c4ccsc4c3=O)CC2)cc1
→ -11%	-18&-14	-14	8%	5	7%&-6%	2%
> N/C(=N\OC(=O)/C=C/c1ccccc1)c1ccccc1
→ -24%	54	92*	0%	35*	-8%	-1%
> Cc1ccc(Nc2nc(N)c(C#N)c(CC#N)c2C#N)cc1
→ -24%	50	12	-11%	-2	-13%	-22%
> CC(=O)NCCc1ccc(-c2csc(NC(=O)C3CC(=O)N(C4CCCC4)C3)n2)cc1 (stereo not given)
→ 149%[activator]	-33	·	-9%	·	-10%	·
> COc1ccc(OC)c(S(=O)(=O)N2CCN(c3ncccn3)CC2)c1
→ 25%	?	-5	3%	9	-3%	6%
> Cc1nnsc1C(=O)Nc1ccc(S(=O)(=O)N2CCCC(C)C2)cc1 (stereo not given)
→ -15%	-20	32	0%	7	0%	0%
> CCn1c(=O)c2ccccc2n2c(SCC(=O)N3CCc4ccccc4C3)nnc12
→ -14%	-8	-10	-2%	-1	-14%	0%
> COc1ccc(N(C(=O)c2ccco2)C(C(=O)NC2CCCC2)c2cc(OC)c(OC)c(OC)c2)cc1 (stereo not given)
→ -13%	7	-6	-6%	1	?	6%
> COc1ccccc1N1CCN(C(=O)COc2ccc(Cl)cc2Br)CC1
→ 156%[activator]	23	20	-11%	2	-7%	3%
> CN(C)CCCNC(=O)CCC1CCCCC1
→ -3%	-107*	15	0%	-5	-6%	3%
> Cc1ccc(S(=O)(=O)Nc2cccc(C(=O)NCC3CCCO3)c2)cc1F (stereo not given)
→ -16%	-9	·	37%[activator]	·	-13%	·
> O=S(=O)(Nc1ccc(Cc2ccncc2)cc1)c1ccc(Cl)c(Cl)c1
→ -50%	?	-13	5%	-2	-10%	0%
> CCOC(=O)c1sc2ncnc(N3CCN(c4ccc(OC)cc4)CC3)c2c1C
→ -15%	-16	-1	-1%	-1	-5%	6%
> CCOC(=O)N1CCN(C(c2ccccc2)c2sc3nc(C)nn3c2O)CC1 (stereo not given)
→ 27%	7	16	6%	-4	-9%	-8%
> Cc1cc(C(F)(F)F)c(C#N)c(SCC(=O)NC2CC2)n1
→ -4%	-31	-16	-6%	-3	-12%	0%
> COC(=O)c1ccc(CC(=O)c2c(C)cc(O)cc2O)o1
→ -53%	?	-14	-24%	-7	?	16µM*
> Cc1ccc2c(c1)[nH]c1c(=O)n(CCC3=CCCCC3)cnc12
→ -12%	·	-8	·	12	1%	6%
> COc1cc(Br)c(C2CC(=O)Nc3cc(OC)c(OC)cc32)cc1OC (stereo not given)
→ 72%[activator]	44	-9	-3%	2	?	2%
> Cc1cc(N2CCN(C)CC2)nc(N2CCOCC2)n1
→ -11%	-38	-14	-3%	-3	4%	0%

The results go on.
| SMILES | AmpC inh no detg | HCMV antiviral | Shiga inhibitor | AMA1-RON2 inh | Cycloheximide cs | AmpC detergent | FBPA Giardia inh |
| --- | --- | --- | --- | --- | --- | --- | --- |
| N#Cc1nc(-c2ccccc2Cl)oc1NCc1ccco1 | -27% | 22 | 47* | -25% | 22* | -12% | -11% |
| COc1ccc(-n2nc3c(c2NC(=O)c2ccc(S(=O)(=O)N4CCOCC4)cc2)CS(=O)(=O)C3)cc1 | -11% | 23 | -3 | -2% | -4 | 4% | -5% |
| O=C(Nc1ccc2c(c1)CCC2)c1c(F)cccc1Cl | -24% | -61* | 112* | 29% | 54* | -5% | -10% |
| CCCc1cc2nnc(SCC(=O)N(C)C3CCCCC3)n2c(N)n1 | -1% | -9 | -7 | -12% | 9 | -6% | 0% |
| COC(=O)c1cc(OC)c(OC)cc1NC(=O)c1cc(C(C)(C)C)oc1C | -7% | ? | 0 | -1% | 1 | -10% | -1% |
| CCCCC1CCC(C(=O)N(CCCC)c2c(N)n(CCCC)c(=O)[nH]c2=O)CC1 (stereo not given) | -16% | -27 | 12 | 8% | 2 | -6% | · |
| O=C1CC(N2CCN(CCc3ccccn3)CC2)C(=O)N1c1ccc(Cl)cc1 (stereo not given) | -4% | 77 | -8 | 0% | 2 | -2% | -4% |
| Cc1ccc(C)c(NC(=O)CCN2C(=O)[C@@H]3Cc4ccccc4CN3C2=O)c1 | 6% | ? | -4 | 4% | -3 | 1% | · |
| Nn1c(SCC(=O)Nc2cccc(Br)c2)nnc1C1CC1 | -22% | 14 | · | 19% | · | · | · |
| CCOc1ccccc1N1CCN(CC(=O)N(C2CCCC2)C2CCS(=O)(=O)C2)CC1 (stereo not given) | 83%[activator] | -30 | · | 3% | · | 5% | · |
| COc1ccc(-n2c(SCC(=O)NCC3CCCO3)nc3c([nH]c4ccccc43)c2=O)cc1 (stereo not given) | 1% | -8 | 3 | -4% | -5 | 4% | 7% |
| Cc1ccc(C)c(-c2ccc(=O)n(Cc3cccc(Br)c3)n2)c1 | 38% | -13 | 6 | -7% | 5 | ? | 3% |
| COc1ccc(-c2csc(NC(=O)CN3C(=O)NC4(CCCC4)C3=O)n2)c(OC)c1 | -13% | -11 | · | -4% | · | 0% | · |
| CCOC(=O)C1=NNC2(c3ccc(C)cc3)C(=O)N(c3ccccc3)C(=O)C12 (stereo not given) | -23% | 0 | -7 | -6% | -2 | -1% | -1% |
| Oc1cc(Nc2cccnc2)cc2cccnc12 | -21%&-19% | -98* | · | · | · | -13% | · |
| CC12CN3CC(C)(CN(C1)C3c1ccc(F)cc1)C2 (stereo not given) | -14% | -9 | 5 | 49%[activator] | -2 | -7% | -1% |
| COc1ccc(-c2nc(N)n(C(C)=O)n2)cc1 | -14% | 6 | 12 | 7% | 13 | ? | -1% |
| Cc1ccc(N2C(=O)[C@@H]3Cc4ccccc4CN3C2=O)cc1 | -46% | 3 | 33 | -2% | 11 | 1% | 6% |
| C/C(=N/OC(=O)N(C)C)c1ncc(C(F)(F)F)cc1N1CCOCC1 | 33% | 57 | 2 | -14% | -3 | -6% | 5% |
| COc1ccc(-c2ccc(=O)n(Cc3ccc([N+](=O)[O-])cc3)n2)cc1 | 13% | -26 | -4 | -4% | -1 | ? | -4% |
| CCOc1ccccc1N(CC(=O)N/N=C/c1cc(Br)ccc1OC)S(C)(=O)=O | 67%[activator] | 49 | -4 | -6% | -3 | ? | -28% |
| O=C(Cn1nnc(-c2ccc(Cl)cc2)n1)NCC1CCCCC1 | -16% | 7 | -7 | 8% | 13 | 0% | 9% |
| COc1ccc(NC(=O)N[C@@H](Cc2ccccc2)C(=O)NN)cc1 | -41% | 22 | -1 | 6% | -2 | -5% | 3% |
| CCOC(=O)C(CC)n1nc(C)n2c(cc3sccc32)c1=O (stereo not given) | -11% | -6 | -6 | 6% | 10 | ? | 10% |
| CCOC(=O)C1CCCN(Cc2c(F)cccc2Cl)C1 (stereo not given) | -10% | -75* | -10 | ? | -1 | -2% | ? |
| CC(=O)c1ccc(OCc2ccc(C(=O)c3ccccc3)cc2)cc1 | -21% | -38 | -7 | -1% | 2 | -1% | 2% |
| COC(=O)CCC(=O)N1CCCC(C(=O)c2cc(F)ccc2F)C1 (stereo not given) | -13% | -13 | -8 | -10% | 2 | -1% | -2% |

6 entries picked at random from those above, as already listed:
| SMILES | AmpC inh no detg | HCMV antiviral | Shiga inhibitor | AMA1-RON2 inh | Cycloheximide cs | AmpC detergent | FBPA Giardia inh |
| --- | --- | --- | --- | --- | --- | --- | --- |
| COc1ccc(-c2csc(NC(=O)CN3C(=O)NC4(CCCC4)C3=O)n2)c(OC)c1 | -13% | -11 | · | -4% | · | 0% | · |
| COC(=O)CCC(=O)N1CCCC(C(=O)c2cc(F)ccc2F)C1 (stereo not given) | -13% | -13 | -8 | -10% | 2 | -1% | -2% |
| CCOC(=O)C1=NNC2(c3ccc(C)cc3)C(=O)N(c3ccccc3)C(=O)C12 (stereo not given) | -23% | 0 | -7 | -6% | -2 | -1% | -1% |
| COc1ccc(-c2nc(N)n(C(C)=O)n2)cc1 | -14% | 6 | 12 | 7% | 13 | ? | -1% |
| Cc1ccc(C)c(-c2ccc(=O)n(Cc3cccc(Br)c3)n2)c1 | 38% | -13 | 6 | -7% | 5 | ? | 3% |
| CC12CN3CC(C)(CN(C1)C3c1ccc(F)cc1)C2 (stereo not given) | -14% | -9 | 5 | 49%[activator] | -2 | -7% | -1% |
